Compound activity deposited in PubChem by The Scripps Research Institute Molecular Screening Center.
CHRM4 antagonist = human M4 muscarinic receptor antagonists, primary screen, CHO cells, Fluo-8 calcium fluorescence; 0.73% of 360,000 active; CHO-hM4 cells, ACh EC80; inhibition, % at 3 µM; AID 624125, 2012;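 active = inhibition above its plate's cutoff, the mean inhibition of sample wells plus 3 SD, cut at about 27% in these data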;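 note: 0% = acetylcholine EC80 with DMSO and 100% = DMSO without agonist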
Target sequence (P08173 whole entry, looked up): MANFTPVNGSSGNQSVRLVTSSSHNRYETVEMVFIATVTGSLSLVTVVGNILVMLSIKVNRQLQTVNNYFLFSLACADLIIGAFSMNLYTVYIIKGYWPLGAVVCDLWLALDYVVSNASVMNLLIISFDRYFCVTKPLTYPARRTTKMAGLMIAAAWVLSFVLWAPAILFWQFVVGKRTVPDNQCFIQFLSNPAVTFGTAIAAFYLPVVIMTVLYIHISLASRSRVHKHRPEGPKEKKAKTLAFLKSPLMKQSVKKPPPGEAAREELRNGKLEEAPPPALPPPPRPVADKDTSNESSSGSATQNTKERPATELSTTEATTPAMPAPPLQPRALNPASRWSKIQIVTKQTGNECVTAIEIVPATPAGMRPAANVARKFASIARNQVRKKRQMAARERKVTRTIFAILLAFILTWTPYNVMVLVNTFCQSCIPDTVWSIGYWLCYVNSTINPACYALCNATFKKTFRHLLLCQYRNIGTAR
CHRM4 agonist = human M4 muscarinic receptor agonists, primary screen, CHO-K1 cells, Fluo-8 calcium fluorescence; Muscarinic acetylcholine receptor M4 (Homo sapiens), P08173; CHO-K1 hM4/Gqi5; vehicle 0%, full acetylcholine response 100%; activation, % at 3 µM; 0.14% of 360,000 active; AID 624127, 2012;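 active = activation above the run mean over all test wells plus 3 SD, cut at about 32% in these data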;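 note: peak over basal fluorescence ratio per well then scaled between controls; 0% = DMSO wells and 100% = acetylcholine at EC100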
M5 antag = human M5 muscarinic receptor antagonists, primary screen, CHO cells, Fluo-8 calcium fluorescence. Muscarinic acetylcholine receptor M5 (Homo sapiens), P08912. CHO-hM5 cells, ACh EC80. inhibition, % at 3 µM. 0.59% of 360,000 active. AID 624040, 2012;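 active = inhibition above a per-plate cutoff, the mean of that plate's test compounds plus 3 SD, cut at about 27% in these data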;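 note: 0% = acetylcholine EC80 with DMSO and 100% = DMSO without agonist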
Target sequence (P08912 whole entry, looked up): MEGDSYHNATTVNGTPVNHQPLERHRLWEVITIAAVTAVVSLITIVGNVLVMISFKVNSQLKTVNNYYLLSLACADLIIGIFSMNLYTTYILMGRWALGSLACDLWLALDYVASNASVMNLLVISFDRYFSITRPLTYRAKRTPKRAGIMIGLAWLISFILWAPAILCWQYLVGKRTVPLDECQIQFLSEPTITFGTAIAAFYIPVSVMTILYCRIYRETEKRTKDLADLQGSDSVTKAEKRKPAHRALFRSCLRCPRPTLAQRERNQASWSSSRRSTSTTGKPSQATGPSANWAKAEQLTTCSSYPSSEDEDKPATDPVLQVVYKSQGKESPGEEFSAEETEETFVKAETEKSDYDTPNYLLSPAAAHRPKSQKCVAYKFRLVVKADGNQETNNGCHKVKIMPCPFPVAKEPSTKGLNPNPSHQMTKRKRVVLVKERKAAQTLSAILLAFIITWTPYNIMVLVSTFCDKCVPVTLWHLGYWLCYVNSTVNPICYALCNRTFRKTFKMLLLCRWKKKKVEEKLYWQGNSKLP
CHO-K1 Ca antag = nonselective inhibitor or artifact in parental CHO-K1 cells; inhibition, % at 3 µM; 0.6% of 360,000 active; ATP-induced calcium, Fluo-8 fluorescence; AID 602250;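 active = inhibition above a per-plate cutoff, the plate's mean sample inhibition plus 3 SD, cut at about 24% in these data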;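 note: 0% = DMSO plus EC80 ATP and 100% = DMSO alone without ATP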
CHRM5 agonist = human M5 muscarinic receptor agonists, primary screen, CHO-K1 cells, Fluo-8 calcium fluorescence. Muscarinic acetylcholine receptor M5 (Homo sapiens), P08912. CHO-K1 hM5 cells; 0% DMSO wells, 100% maximal acetylcholine response. activation, % at 3 µM. 0.19% of 360,000 active. AID 624037, 2012;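 active = activation above the run's mean over test compounds plus 3 SD, cut at about 23% in these data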;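 note: signal is peak over basal fluorescence ratio across the kinetic read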
CHRM5 PAM = human M5 muscarinic receptor positive allosteric modulators, primary screen, CHO-K1 cells, Fluo-8 calcium fluorescence. Muscarinic acetylcholine receptor M5 (Homo sapiens), P08912. activation, % at 3 µM. 0.3% of 360,000 active. CHO-K1 hM5, ACh EC20 PAM; 0% = ACh EC20, 100% = ACh EC100;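 active = activation above the run cutoff, the mean activation of all test compounds plus 3 SD, cut at about 18% in these data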
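system = human M5 receptor in CHO-K1 cells | reagent = EC20 acetylcholine as agonist stimulus | compound dosing = single-point, 3 µM nominal | incubation = Fluo-8 loading 80 min at 37 °C plus 30 min room temperature | detection = Fluo-8 calcium dye fluorescence, kinetic read | benchmarks = low control EC20 acetylcholine (0%), high control EC100 acetylcholine (100%)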
CHO-K1 Ca PAM = nonselective calcium activators in parental CHO-K1 cells, primary screen, counter-screen for M1 PAM project, cell-based, Fluo-8 calcium fluorescence, full deck, 1536-well. ATP EC20; 0% at ATP EC20, 100% at ATP max. activation, % at 3 µM. 0.02% of 360,000 active;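 active = activation above the run cutoff, the mean activation of all test compounds plus 3 SD, cut at about 40% in these data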;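 note: peak over basal fluorescence ratio in a 140 s read after ATP addition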
M4 PAM = human M4 muscarinic receptor positive allosteric modulators, primary screen, CHO-K1 cells, Fluo-8 calcium fluorescence | 0.4% of 360,000 active | Muscarinic acetylcholine receptor M4 (Homo sapiens), P08173 | CHO-K1 hM4/Gqi5, ACh EC20; 0% = ACh EC20, 100% = maximal ACh | activation, % at 3 µM;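 active = activation above its plate's cutoff, the mean activation of sample wells plus 3 SD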; note: some results filed as inactive read as strong as hits
CHO-K1 Ca ag = counter-screen for M1 agonists: effect in parental CHO-K1 cells; 0.48% of 360,000 active; AID 602248, 2012; activation, % at 3 µM; Fluo-8 calcium fluorescence; scaled to maximal ATP response, vehicle zero; in the data active = activation above about 15%;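 note: untransfected CHO-K1 host cells lacking M1 receptor as counterscreen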
The depositor's hits bear a star.

What do the screens show for `Cc1c(NC(=O)c2ccc(N3C(=O)C4C5C=CC(C5)C4C3=O)cc2)c(=O)n(-c2ccccc2)n1C` (centres undefined)?
CHRM4 antagonist: 4; CHRM4 agonist: 1; M5 antag: 4; CHO-K1 Ca antag: 7; CHRM5 agonist: -3; CHRM5 PAM: 5; CHO-K1 Ca PAM: 2; M4 PAM: 1; CHO-K1 Ca ag: 0.7

What do the screens show for `CC(C)C(c1nnnn1Cc1ccccc1)N(CCCO)Cc1cc2cc3c(cc2[nH]c1=O)OCO3` (centres undefined)?
CHRM4 antagonist: -8; CHRM4 agonist: 0; M5 antag: 1; CHO-K1 Ca antag: 10; CHRM5 agonist: -4; CHRM5 PAM: -5; CHO-K1 Ca PAM: -9; M4 PAM: -7; CHO-K1 Ca ag: -0.5

How did Cc1cccc(N2CCN(C(=O)CCNS(=O)(=O)c3ccc4c(c3)CCC(=O)N4)CC2)c1C do in these assays?
CHRM4 antagonist: -8; CHRM4 agonist: 5; M5 antag: 3; CHO-K1 Ca antag: -11; CHRM5 agonist: 0; CHRM5 PAM: -4; CHO-K1 Ca PAM: 10; M4 PAM: -2; CHO-K1 Ca ag: 2.1

What do the screens show for `Cc1ccc2c(c1)N(C(=O)CCC(=O)NCCN1CCOCC1)CCO2`?
CHRM4 antagonist: -5; CHRM4 agonist: 17; M5 antag: 16; CHO-K1 Ca antag: 10; CHRM5 agonist: 3; CHRM5 PAM: -10; CHO-K1 Ca PAM: -2; M4 PAM: -8; CHO-K1 Ca ag: 4.0

What do the screens show for `COC(=O)n1c(=O)oc2cc(S(=O)(=O)N3CCOCC3)ccc21`?
CHRM4 antagonist: 8; CHRM4 agonist: 0; M5 antag: 0; CHO-K1 Ca antag: -12; CHRM5 agonist: 1; CHRM5 PAM: 1; CHO-K1 Ca PAM: 21; M4 PAM: 4; CHO-K1 Ca ag: 0.8

How did CCn1c(SCc2cccnc2)nc2c1c(=O)n(C)c(=O)n2C do in these assays?
CHRM4 antagonist: 4; CHRM4 agonist: 1; M5 antag: 2; CHO-K1 Ca antag: -5; CHRM5 agonist: -4; CHRM5 PAM: 3; CHO-K1 Ca PAM: 19; M4 PAM: 0; CHO-K1 Ca ag: 4.0

How did CCNS(=O)(=O)c1ccc2c(c1)NCC2 do in these assays?
CHRM4 antagonist: 3; CHRM4 agonist: 1; M5 antag: -2; CHO-K1 Ca antag: 2; CHRM5 agonist: -1; CHRM5 PAM: -1; CHO-K1 Ca PAM: -5; M4 PAM: 7; CHO-K1 Ca ag: 0.2

Results for COc1ccc(S(=O)(=O)Cc2ccc(C(=O)NCc3ccco3)o2)cc1 ?
CHRM4 antagonist: -3; CHRM4 agonist: 2; M5 antag: 7; CHO-K1 Ca antag: 4; CHRM5 agonist: 2; CHRM5 PAM: -1; CHO-K1 Ca PAM: -6; M4 PAM: -2; CHO-K1 Ca ag: 0.8

What do the screens show for `Cc1cccc(NC(=O)CCC(=O)N2CCOCC2)n1`?
CHRM4 antagonist: -11; CHRM4 agonist: 2; M5 antag: -14; CHO-K1 Ca antag: -21; CHRM5 agonist: -5; CHRM5 PAM: -7; CHO-K1 Ca PAM: 16; M4 PAM: 8; CHO-K1 Ca ag: 0.1

Results for COc1ccc(CNC(=O)CCSCc2ccc(C)cc2)cc1 ?
CHRM4 antagonist: -8; CHRM4 agonist: -1; M5 antag: 5; CHO-K1 Ca antag: -7; CHRM5 agonist: -5; CHRM5 PAM: 3; CHO-K1 Ca PAM: -5; M4 PAM: 0; CHO-K1 Ca ag: -0.1

Structures shown so far that contain an aryl methoxy group (two):
Results for COc1ccc(S(=O)(=O)Cc2ccc(C(=O)NCc3ccco3)o2)cc1 ?
CHRM4 antagonist: -3; CHRM4 agonist: 2; M5 antag: 7; CHO-K1 Ca antag: 4; CHRM5 agonist: 2; CHRM5 PAM: -1; CHO-K1 Ca PAM: -6; M4 PAM: -2; CHO-K1 Ca ag: 0.8

Results for COc1ccc(CNC(=O)CCSCc2ccc(C)cc2)cc1 ?
CHRM4 antagonist: -8; CHRM4 agonist: -1; M5 antag: 5; CHO-K1 Ca antag: -7; CHRM5 agonist: -5; CHRM5 PAM: 3; CHO-K1 Ca PAM: -5; M4 PAM: 0; CHO-K1 Ca ag: -0.1

New compounds follow:
How did COC(=O)C1(CC2CC(c3ccncc3)=NO2)CCN(C(=O)OC(C)(C)C)CC1 (centres undefined) do in these assays?
CHRM4 antagonist: -5; CHRM4 agonist: 10; M5 antag: -1; CHO-K1 Ca antag: -8; CHRM5 agonist: 6; CHRM5 PAM: -1; CHO-K1 Ca PAM: -13; M4 PAM: -7; CHO-K1 Ca ag: 3.1

Results for COc1ccc(N(C)C(=O)c2cc3c(s2)-c2ccccc2OC3)c(OC)c1 ?
CHRM4 antagonist: -3; CHRM4 agonist: 0; M5 antag: 10; CHO-K1 Ca antag: 2; CHRM5 agonist: 3; CHRM5 PAM: -4; CHO-K1 Ca PAM: -3; M4 PAM: -2; CHO-K1 Ca ag: -0.3

How did Cc1cc(C)c(S(=O)(=O)N2CCCC(C(=O)N3CCOCC3)C2)c(C)c1 (centres undefined) do in these assays?
CHRM4 antagonist: 10; CHRM4 agonist: 2; M5 antag: 10; CHO-K1 Ca antag: 3; CHRM5 agonist: -2; CHRM5 PAM: 1; CHO-K1 Ca PAM: -4; M4 PAM: -2; CHO-K1 Ca ag: 2.0

Results for Cc1cc(C(=O)NC2CCCc3c2cnn3-c2ccc(C)c(C)c2)no1 (centres undefined) ?
CHRM4 antagonist: 0; CHRM4 agonist: 6; M5 antag: 4; CHO-K1 Ca antag: 22; CHRM5 agonist: -3; CHRM5 PAM: -9; CHO-K1 Ca PAM: -6; M4 PAM: -5; CHO-K1 Ca ag: 4.6

What do the screens show for `COc1ccc(S(=O)(=O)N=N/C=C2\C=CC=CN2O)cc1OC`?
CHRM4 antagonist: -6; CHRM4 agonist: 0; M5 antag: 15; CHO-K1 Ca antag: 0; CHRM5 agonist: -1; CHRM5 PAM: -10; CHO-K1 Ca PAM: -11; M4 PAM: 1; CHO-K1 Ca ag: 0.0

How did CNC(=S)N/N=C/c1c(Cl)cccc1Cl do in these assays?
CHRM4 antagonist: -1; CHRM4 agonist: 0; M5 antag: 3; CHO-K1 Ca antag: -10; CHRM5 agonist: -1; CHRM5 PAM: 1; CHO-K1 Ca PAM: 22; M4 PAM: 1; CHO-K1 Ca ag: 0.0

How did Cc1cc(C)n2nc(C(=O)NNC(=O)c3ccc(Cl)cc3)nc2n1 do in these assays?
CHRM4 antagonist: 3; CHRM4 agonist: 1; M5 antag: 5; CHO-K1 Ca antag: -10; CHRM5 agonist: 0; CHRM5 PAM: -3; CHO-K1 Ca PAM: 19; M4 PAM: 7; CHO-K1 Ca ag: 0.3

What do the screens show for `COc1cccc(C(C(=O)NCC2CCCO2)N(C(=O)Cn2nnc3ccccc32)c2ccc(NC(C)=O)cc2)c1OC` (centres undefined)?
CHRM4 antagonist: 7; CHRM4 agonist: 0; M5 antag: 5; CHO-K1 Ca antag: -11; CHRM5 agonist: -1; CHRM5 PAM: 6; CHO-K1 Ca PAM: 2; M4 PAM: -2; CHO-K1 Ca ag: 1.0

Results for CC1=[N+](CC(=O)c2ccccc2)CCn2cccc21 ?
CHRM4 antagonist: -2; CHRM4 agonist: 0; M5 antag: 5; CHO-K1 Ca antag: -3; CHRM5 agonist: -7; CHRM5 PAM: 0; CHO-K1 Ca PAM: -4; M4 PAM: -5; CHO-K1 Ca ag: -0.6

How did COc1ccccc1NC(=O)C1=C(C)Nc2ncnn2C1c1cccs1 (centres undefined) do in these assays?
CHRM4 antagonist: 9; CHRM4 agonist: 3; M5 antag: 9; CHO-K1 Ca antag: -12; CHRM5 agonist: -1; CHRM5 PAM: -9; CHO-K1 Ca PAM: 6; M4 PAM: 1; CHO-K1 Ca ag: 2.2

Results for O=C(COc1ccccc1)Nc1cccc(-c2nc3ccccc3[nH]2)c1 ?
CHRM4 antagonist: 0; CHRM4 agonist: 14; M5 antag: 2; CHO-K1 Ca antag: 10; CHRM5 agonist: 3; CHRM5 PAM: -15; CHO-K1 Ca PAM: 1; M4 PAM: -9; CHO-K1 Ca ag: 4.8

How did CCNC(=S)NNC(=O)c1cccn(Cc2ccc(Cl)cc2)c1=O do in these assays?
CHRM4 antagonist: 10; CHRM4 agonist: 1; M5 antag: 2; CHO-K1 Ca antag: 2; CHRM5 agonist: -4; CHRM5 PAM: 0; CHO-K1 Ca PAM: 15; M4 PAM: -5; CHO-K1 Ca ag: 0.3

Results for Cc1ccc2[nH]c(C(=O)NN=C3CCCCC3)c(-c3ccccc3)c2c1 ?
CHRM4 antagonist: 5; CHRM4 agonist: 10; M5 antag: 5; CHO-K1 Ca antag: -2; CHRM5 agonist: -2; CHRM5 PAM: -3; CHO-K1 Ca PAM: 3; M4 PAM: -13; CHO-K1 Ca ag: 3.5

How did Cc1ccc(-c2nnc(-c3cccnc3)o2)cc1 do in these assays?
CHRM4 antagonist: -6; CHRM4 agonist: 2; M5 antag: 1; CHO-K1 Ca antag: -18; CHRM5 agonist: -3; CHRM5 PAM: -2; CHO-K1 Ca PAM: 19; M4 PAM: 4; CHO-K1 Ca ag: 1.1

What do the screens show for `CCN(CC)c1cccc(OCC(=O)N2c3ccccc3CC2C)c1` (centres undefined)?
CHRM4 antagonist: -1; CHRM4 agonist: 6; M5 antag: 13; CHO-K1 Ca antag: -22; CHRM5 agonist: -4; CHRM5 PAM: -13; CHO-K1 Ca PAM: 5; M4 PAM: 2; CHO-K1 Ca ag: -0.6

How did COc1cc(NC(=O)c2c(F)c(F)c(F)c(F)c2F)c(OC)cc1Cl do in these assays?
CHRM4 antagonist: 36*; CHRM4 agonist: -3; M5 antag: 2; CHO-K1 Ca antag: 7; CHRM5 agonist: -8; CHRM5 PAM: -9; CHO-K1 Ca PAM: 6; M4 PAM: -20; CHO-K1 Ca ag: -0.2

How did CCOc1ccc(CN2CCN(C(=O)c3ccccc3)CC2)cc1 do in these assays?
CHRM4 antagonist: -17; CHRM4 agonist: 2; M5 antag: -16; CHO-K1 Ca antag: -8; CHRM5 agonist: -4; CHRM5 PAM: 15; CHO-K1 Ca PAM: 3; M4 PAM: 6; CHO-K1 Ca ag: 0.1

What do the screens show for `O=C(c1cc(-c2ccc(Br)cc2)nc2ccccc12)N1CCN(c2ccccc2O)CC1`?
CHRM4 antagonist: 16; CHRM4 agonist: 8; M5 antag: 11; CHO-K1 Ca antag: 21; CHRM5 agonist: 4; CHRM5 PAM: -13; CHO-K1 Ca PAM: -12; M4 PAM: -5; CHO-K1 Ca ag: 0.7

How did Cc1ccc(C)c(CNS(=O)(=O)c2ccc3c(c2)C(C)(C)C(=O)N3C)c1 do in these assays?
CHRM4 antagonist: -5; CHRM4 agonist: 5; M5 antag: 2; CHO-K1 Ca antag: -13; CHRM5 agonist: 0; CHRM5 PAM: -2; CHO-K1 Ca PAM: 3; M4 PAM: -3; CHO-K1 Ca ag: 4.1
